Source: PubChem
Nrf2 block: blocks Nrf2 signaling; AID 504444; 360,000 tested, 2.1% active; Potency, µM (top dose mostly 46 µM), without a hit: at the highest dose activity change, negative = inhibition, usual class: inhibitors; A549 ARE-Fluc reporter, luciferase luminescence, 18-24 h; also: potency is read from the fitted curve at half-maximal effect; % is scaled to controls: 0 for no effect and ±100 for the full control effect; nearly all actives have a fitted effect of over 60% in size
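In this cell-based qHTS, ARE-driven firefly luciferase in A549 cells reports Nrf2 activity; the luminescent signal after BugLite lysis is the measured value, with a prior CellTiter-Fluor read for cell health.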
ATXN2 expr inh: reduces ATXN2 reporter expression in HEK-293 cells; HEK-293 ATXN2-luciferase reporter, luminescence, 24 h; Potency, µM (top dose mostly 57 µM), for inactives: at the highest dose activity change, negative = inhibition, actives largely listed as inhibitors; 360,000 tested, 0.72% active; AID 1745845; also: potency is read from the fitted curve at half-maximal effect; % is scaled to controls: 0 for no effect and ±100 for the full control effect; nearly all actives have a fitted effect of over 55% in size
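qHTS (up to 57 uM final) was run with 24 h compound exposure of reporter cells at 37 °C. Each well was multiplexed: SteadyGlo luminescence measured ATXN2-luciferase expression after a fluorogenic Gly-Phe-AFC viability readout (25 uM final).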
MCF10A rereplic: induces DNA re-replication in MCF 10a normal breast cells; MCF 10A DNA re-replication, Hoechst nuclear intensity, 48 h; Potency, µM (doses to about 46.1 µM), for the others: top-dose activity, positive = re-replication, hits mostly activators; 350,000 tested, 2.9% active; AID 624296; also: potency is read from the fitted curve at half-maximal effect; % of control where 0% means no effect; nearly all actives have a fitted effect of over 50% in size
HepG2 viability: counter-screen for TGF-b inhibitors: cytotoxicity in HepG2 cells | HepG2 CAGA-GFP viability, ATP luminescence, 18 h | Potency, µM (series often up to 46.1 µM), inactives show top-dose activity change, negative = cytotoxicity, hits mostly cytotoxic | 410,000 tested, 0.76% active; also: potency is read from the fitted curve at half-maximal effect; some results filed as inactive show a strong effect at the top dose
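CellTiter-Glo luminescence gave cytotoxicity after 18 hours at 37 degrees C. The cells were HepG2 CAGA-GFP in 1% FBS DMEM, stimulated with 500 pg/mL TGF-beta after compound addition. %Activity was normalised to no-cell wells (complete cell-killing) and DMSO (no toxicity), and curves were fitted and classified.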
IL-1B inflam inh: inhibitors of inflammasome signaling (IL-1 beta secretion); 360,000 tested, 4.7% active; THP-1 LPS/ATP IL-1B secretion, AlphaLISA, 16 h; active compounds read low; activity change, % at 57.5 µM; in the data active = activity change below about -50%; inconclusive = mostly about -30% to -49%; also: % is scaled to controls: 0 for no effect and ±100 for the full control effect
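THP-1 cells pretreated 1 hr with compounds (up to 57.5 uM final), then stimulated with LPS (250 ng/mL final) plus ATP (1.25 mM final); secreted IL-1B measured by AlphaLISA after 16 hr, decreased signal indicating inhibition.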
Nrf2 activator: activates Nrf2 signaling; AREc32 ARE-luciferase reporter (MCF7-derived line), luminescence, 24 h; Potency, µM (top dose mostly 46.1 µM), for inactives: top-dose activation, hits mostly activators; 410,000 tested, 0.31% active; also: potency is read from the fitted curve at half-maximal effect; % of control where 0% means no effect; nearly all actives have a fitted effect of over 65% in size
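Luminescent ARE reporter assay in AREc32_Fluc cells: overnight plating at 37 deg C, 24 hr compound incubation, Steady-Glo added, 30 min RT before reading.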
ATXN viability: viability counter-screen for ATXN expression inhibitors; Potency, µM (doses to about 56.7 µM), hits mostly cytotoxic; 400,000 tested, 0.49% active; S2 cells (HEK-293 line with an ATXN2-luciferase reporter) viability, CellTiter-Fluor protease fluorescence, 24 h; also: potency is read from the fitted curve at half-maximal effect; nearly all actives have a fitted effect of over 40% in size
TGFb inhibitor: blocks TGF-b signaling. HepG2 CAGA-GFP TGF-b/SMAD3 reporter, GFP fluorescence, 18 h; TGF-beta stimulated, 500 pg/mL final. Potency, µM (doses to about 46.1 µM), for the others: top-dose activity, negative = inhibition, most hits filed as inhibitors. 410,000 tested, 1.2% active; also: potency is read from the fitted curve at half-maximal effect; % is scaled to controls: 0 for no effect and ±100 for the full control effect; nearly all actives have a fitted effect of over 65% in size
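Read-out: total well GFP (ex488/em500-530) summed from mean per-cell fluorescence. Cells: HEPG2 CAGA-GFP, 1% FBS DMEM, 18 h at 37 degrees C with 500 pg/mL final TGF-beta. Unstimulated wells served as the full-inhibition control; stimulated DMSO wells = 0%.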
A549 tox: A549 cytotoxicity, counter-screen for Nrf2 inhibitors; A549 ARE-Fluc cells, CellTiter-Fluor viability, 18-24 h; Potency, µM (doses to about 46 µM), without a hit: at the top dose activity change, negative = cytotoxicity, usual class: inhibitors; AID 504648; 390,000 tested, 0.16% active; also: potency is read from the fitted curve at half-maximal effect; % is scaled to controls: 0 for no effect and ±100 for the full control effect
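A549 ARE_Fluc cells in 5% FBS OPTI-MEM were exposed to compounds in concentration-response for 18-24 h at 37 deg C. Viability was read by CellTiter-Fluor fluorescence (Ex 405/Em 525) after 30 min, before the luciferase read.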
* hit, by the source's call; i = inactive; u = inconclusive; x = no result given; [ ] = dose if it differs, or a comment. Unless noted, calls follow the shape of the dose curve; as a rule, active = well fitted curve in the direction sought with a large enough effect; inconclusive = small, poorly fitted or top-dose-only effect, or another doubt; inactive = no such curve, though single readings can be large; an effect the other way counts as inactive or inconclusive. Random draw from the library, and some 8.8% of all compounds hit somewhere here.

#	SMILES	Nrf2 block	ATXN2 expr inh	MCF10A rereplic	HepG2 viability	IL-1B inflam inh	Nrf2 activator	ATXN viability	TGFb inhibitor	A549 tox
1	Cc1ccc(OCCCCn2c(-c3ccc(Cl)cc3)nc3ccccc3c2=O)cc1	13%	0%	x	-8%	x	6.3%	i	1%	9%
2	O=C(CSc1nnc(-c2ccccc2Cl)o1)Nc1ccccn1	u	x	6%	-41%	-2	3.2%	i	-13%	-2%
3	CC(C(=O)NNS(=O)(=O)c1cccc(C(F)(F)F)c1)n1nnc(N2CCOCC2)n1 (stereo unspecified)	3%	22%	0%	-32%	40	-0.8%	i	-1%	0%
4	CC(=O)Nc1cc2c(cc1C(C)=O)OCCO2	9%	1%	6%	-1%	0	0.6%	i	-2%	-5%
5	O=C(COc1nc2ccccc2nc1N1CCOCC1)Nc1ccc(S(=O)(=O)N2CCCC2)cc1	-1%	2%	0%	9%	7	-0.2%	i	5%	-14%
6	O=C(NNc1ccc([N+](=O)[O-])cc1)C1C2CCCCC21 (stereo unspecified)	-7%	0%	u	7%	-7	-0.3%	u	-6%	0%
7	O=C(O)c1ccc(/C=N/Nc2ncc(Cl)cc2Cl)cc1	19%	22%	5%	-34%	-2	4.7%	i	-5%	2%
8	CC(C)CC(=O)N=Nc1c(O)[nH]c2ccccc12	10%	35%[activator]	4%	-19%	-26	0.9%	i	8%	-3%
9	Cc1ccc(NC(=O)/C=C/c2ccc(Cl)cc2)c(Br)c1	x	-18%	x	-4%	x	0.5%	i	2%	18%
10	COc1cc(NC(=O)c2cc(C(C)C)on2)c(OC)cc1Cl	16%	-12%	1%	-17%	13	4.5%	i	-1%	-3%
11	Cc1cc(C)c(S(=O)(=O)N2CCCCC2CCNC(=O)C(=O)NCc2cccnc2)c(C)c1 (stereo unspecified)	2%	-6%	5%	-5%	0	-0.6%	i	9%	-4%
12	COc1ccc(C(=O)Nc2onc3c2CCCC3)cc1	x	u	x	-20%	x	-0.8%	u	7%	-10%
13	CCc1nc2ccc(C(=O)N3CCN(C(=O)c4ccco4)CC3)cn2c1N(C)C(=O)COc1ccccc1	x	-7%	x	-8%	-21	-0.3%	i	-10%	x
14	CCC1=[N+](C)CCn2c(C)ccc21	u	0%	0%	-19%	17	-0.8%	i	1%	-6%
15	CCOC(=O)NC(=S)Nc1ccc(OC)cc1	22%	12%	u	7%	22	1.1%	i	-2%	0%
16	COCCCNC(=O)C1CCN(S(=O)(=O)c2c(C)noc2/C=C\c2ccc(OC)cc2)CC1	-2%	x	u	-5%	0	0.4%	x	-19%	-3%
17	Cc1ccc2cc(C#N)c(NCCNC(=O)C3CC3)nc2c1C	7.3µM*	-13%	u	-12%	u	-0.4%	i	-16%	-19%
18	Cc1cc(Cl)ccc1NC(=O)CN1C(=O)CSc2ccc(S(=O)(=O)N3CCOCC3)cc21	-2%	-4%	11%	-11%	-3	0.0%	i	u	-8%
19	CCN1CCN(c2nc(-c3ccccc3Cl)nc3ccccc23)CC1	-16%	x	1%	-11%	-14	0.1%	u	16%	0%
20	O=C(COC(=O)Cn1cc(C(F)(F)F)ccc1=O)Nc1ccccc1	9%	0%	2%	0%	0	-0.7%	i	1%	0%
21	CCN(C(=O)COC(=O)CNC(=O)c1ccccc1C)C1=CCCCC1	2%	x	-4%	-7%	1	-0.4%	i	12%	10%
22	COc1ccc(CNC(=O)[C@@H](NC(=O)C2CCN(C(=O)[C@@H](N)CC(C)C)CC2)C(C)C)cc1	1%	5%	8%	4%	-12	-1.0%	i	22%	1%
23	COc1ccc(-c2noc(CCC(=O)N(C)c3cc(Cl)ccc3OC)n2)cc1	u	-20%	x	-20%	x	0.2%	u	-23%	-8%
24	O=C(Nc1cccc(-c2nnc(-c3ccccc3)o2)c1)c1ccco1	-4%	-18%	14%	-3%	15	0.4%	i	2%	3%
25	C#CCCOC(=O)N1C2=NC(C(=O)OC)=C(C(=O)OC)[C@@H]3N(C)c4ccccc4[C@]23C[C@H]1CO	-18%	-13%	12%	15%	-3	-0.2%	u	26%	-10%
26	COc1ccc(OCCC(=O)OCC(=O)Nc2ccc(Br)cc2)cc1	4%	x	18%	-4%	-17	0.3%	i	4%	-11%
27	CCCCN(C)C(=O)c1nc2ccccn2c1CNC1CCC1	22%	-11%	5%	1%	21	0.4%	i	3%	-1%
28	CC(NC(=O)c1ccco1)C(=O)Nc1nccs1 (stereo unspecified)	0%	-15%	4%	4%	14	-0.2%	i	-4%	1%
29	CC1(C)Cc2ccccc2-c2nnc(-c3ccc4ccccc4n3)n21	-2%	-14%	-6%	0%	12	0.2%	i	7%	-5%
30	CCC(=O)Nc1cc(-c2nc3cc(C)cc(C)c3o2)ccc1C	u	34%[activator]	x	0%	x	u	i	-8%	2%
31	C=CCNC(=S)NNC(=O)c1ccccc1OCC	3%	-8%	-4%	-28%	18	u	i	-6%	9%
32	Oc1ccc2ccccc2c1/C=N/c1nc2c(s1)CCCC2	-2%	0%	u	0%	0	8.4%	i	u	-4%
33	COc1ccc(/C=C/C(=O)O)cc1S(=O)(=O)N1CCc2ccccc21	-16%	-14%	-5%	0%	1	-1.6%	i	1%	-2%
34	COc1ccc(Cl)cc1C(=O)NCc1nc(-c2cccc(C)c2)no1	u	-14%	x	-40%	x	-0.5%	i	-8%	4%
35	O=C(NC1CCCCCC1)c1ccc(CS(=O)Cc2cccc(Cl)c2)o1 (stereo unspecified)	-6%	-4%	23%	0%	-29	-0.6%	i	5%	0%
36	COc1ccc(N(CC(=O)N/N=C/c2ccc(-c3ccc([N+](=O)[O-])cc3)o2)S(=O)(=O)c2ccc(C)cc2)cc1	-10%	-13%	u	0%	-6	-0.5%	i	12%	-3%
37	COC(=O)c1ccc(C2C(C(=O)OCC(C)C)=C(C)N=C3SCCC(=O)N32)cc1 (stereo unspecified)	-14%	-4%	2%	4%	0	-0.6%	i	0%	-1%
38	CCN(c1ccccc1)S(=O)(=O)c1ccc(C(=O)OC(C)C(=O)NCCC2=CCCCC2)cc1 (stereo unspecified)	13%	0%	u	9%	21	0.4%	i	2%	-2%
39	COc1cc2cnc(-c3ccccc3)c(-c3ccc(C#N)cc3)c2cc1OC	u	u	-6%	-8%	-22	3.1%	u	13%	-16%
40	CC1CC(C)CN(C(=O)c2cc3cc(Br)cc(Br)c3o2)C1 (stereo unspecified)	-4%	19%	u	-8%	-70*	2.8%	u	-13%	6%

Just IL-1B inflam inh, ATXN2 expr inh and Nrf2 activator, for some of the entries so far:
| nr | SMILES | IL-1B inflam inh | ATXN2 expr inh | Nrf2 activator |
| --- | --- | --- | --- | --- |
| 32 | Oc1ccc2ccccc2c1/C=N/c1nc2c(s1)CCCC2 | 0 | 0% | 8.4% |
| 33 | COc1ccc(/C=C/C(=O)O)cc1S(=O)(=O)N1CCc2ccccc21 | 1 | -14% | -1.6% |

Next section:
#	SMILES	Nrf2 block	ATXN2 expr inh	MCF10A rereplic	HepG2 viability	IL-1B inflam inh	Nrf2 activator	ATXN viability	TGFb inhibitor	A549 tox
41	COc1ccc(C(=O)CCN2CCc3cc(OC)c(OC)cc3C2)cc1	-1%	u	3.7µM*	-3%	-59*	-2.1%	x	u	-7%
42	O=C1NC[C@H](CCCCN2C[C@H](Cc3ccc(O)cc3)N(CCc3ccccc3)C(=O)C2=O)N(CC2CCCCC2)C1=O	x	6%	x	x	-2	-1.3%	u	x	x
43	O=C(CN(C(=O)c1csnn1)c1cccc2c1CCCC2)NC1CCCC1	u	-26%[11.3 µM]	-5%	0%	9	-0.3%	i	5%	-6%
44	CCN1CCN(c2cc(C)c3cc(NC(=O)c4cccs4)ccc3n2)CC1	2%	18%	2%	-27%	u	5.0%	i	1%	-3%

An excerpt of these results, with each value named.
35	O=C(NC1CCCCCC1)c1ccc(CS(=O)Cc2cccc(Cl)c2)o1 (stereo unspecified)
  Nrf2 block: -6%; ATXN2 expr inh: -4%; MCF10A rereplic: 23%; HepG2 viability: 0%; IL-1B inflam inh: -29; Nrf2 activator: -0.6%; ATXN viability: i; TGFb inhibitor: 5%; A549 tox: 0%
10	COc1cc(NC(=O)c2cc(C(C)C)on2)c(OC)cc1Cl
  Nrf2 block: 16%; ATXN2 expr inh: -12%; MCF10A rereplic: 1%; HepG2 viability: -17%; IL-1B inflam inh: 13; Nrf2 activator: 4.5%; ATXN viability: i; TGFb inhibitor: -1%; A549 tox: -3%
25	C#CCCOC(=O)N1C2=NC(C(=O)OC)=C(C(=O)OC)[C@@H]3N(C)c4ccccc4[C@]23C[C@H]1CO
  Nrf2 block: -18%; ATXN2 expr inh: -13%; MCF10A rereplic: 12%; HepG2 viability: 15%; IL-1B inflam inh: -3; Nrf2 activator: -0.2%; ATXN viability: u; TGFb inhibitor: 26%; A549 tox: -10%
4	CC(=O)Nc1cc2c(cc1C(C)=O)OCCO2
  Nrf2 block: 9%; ATXN2 expr inh: 1%; MCF10A rereplic: 6%; HepG2 viability: -1%; IL-1B inflam inh: 0; Nrf2 activator: 0.6%; ATXN viability: i; TGFb inhibitor: -2%; A549 tox: -5%
